Bioassay records: PubChem, several laboratories
m5-HT2A agonist – mouse HTR2A agonism via beta-arrestin recruitment | P35363 | CHO-K1 mHTR2A beta-arrestin complementation, luminescence; percent of 30 µM serotonin response | activation, % at 7.6 µM | hit rate 0.66% among 360,000;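 active = activation above a run cutoff, the mean activation of all tested compounds plus 3 SD, cut at about 14% in these data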;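 also: 0% = plate median of compound wells and 100% = 30 µM serotonin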
Target sequence (P35363 whole entry, looked up): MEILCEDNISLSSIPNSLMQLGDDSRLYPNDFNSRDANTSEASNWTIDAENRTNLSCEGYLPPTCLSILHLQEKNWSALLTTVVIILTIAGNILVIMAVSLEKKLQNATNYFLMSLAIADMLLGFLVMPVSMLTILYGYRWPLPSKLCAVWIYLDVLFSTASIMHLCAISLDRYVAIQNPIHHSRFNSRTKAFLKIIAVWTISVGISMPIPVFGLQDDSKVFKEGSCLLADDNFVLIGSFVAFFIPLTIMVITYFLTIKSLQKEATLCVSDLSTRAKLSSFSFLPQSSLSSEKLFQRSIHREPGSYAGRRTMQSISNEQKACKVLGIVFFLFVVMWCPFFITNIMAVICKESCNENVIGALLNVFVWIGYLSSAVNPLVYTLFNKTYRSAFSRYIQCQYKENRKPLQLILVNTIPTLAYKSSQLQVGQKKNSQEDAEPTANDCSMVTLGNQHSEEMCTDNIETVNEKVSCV
MC4R antagonist – blocks human MC4R cAMP signaling | inhibition, % at 6.5 µM | MC4R-expressing cells, MTII-stimulated cAMP, LANCE TR-FRET | hit rate 0.48% among 360,000 | P32245;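 active = inhibition above its plate's cutoff, the mean of tested wells on that plate plus 3 SD, cut at about 29% in these data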;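 also: 0% = Melanotan II alone and 100% = Melanotan II plus saturating MCL0020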
Target sequence (P32245 whole entry, looked up): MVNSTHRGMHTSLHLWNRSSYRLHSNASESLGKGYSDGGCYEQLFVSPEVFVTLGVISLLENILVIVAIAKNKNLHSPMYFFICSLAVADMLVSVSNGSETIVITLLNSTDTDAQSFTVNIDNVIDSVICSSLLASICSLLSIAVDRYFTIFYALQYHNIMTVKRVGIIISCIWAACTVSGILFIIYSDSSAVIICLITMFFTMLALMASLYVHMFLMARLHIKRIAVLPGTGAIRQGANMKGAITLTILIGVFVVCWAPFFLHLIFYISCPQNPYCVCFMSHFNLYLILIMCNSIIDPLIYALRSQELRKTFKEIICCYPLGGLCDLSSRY
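Assay system: U2OS-MC4R stable cell line; Also added: Melanotan II; Technique: Eu-cAMP/anti-cAMP TR-FRET, emission 671 nm; Times: 30-min compound, 1-h challenge, 1-h detection, room temperature.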
Vif imaging – HIV Vif inhibition | HEK293T cells, Vif self-association by quenched fluorescence, imaging, 24 h | inhibition, % at 7.49 µM | hit rate 0.35% among 340,000; in the data active = inhibition above about 50%, passing the limit was not always enough; also: some results filed as inactive read as strong as hits
MC4R barr agon – activates human MC4R beta-arrestin recruitment; activation, % at 8.9 µM; U2OS MC4R beta-arrestin complementation, luminescence; percent of melanotan II response, DMSO zero; hit rate 0.98% among 360,000; P32245;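 active = activation above a per-plate cutoff, the mean activation of sample wells on that plate plus 3 SD, cut at about 8% in these data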
ABCB6 inh MLPCN – blocks the human ABCB6 transporter. K562-ABCB6 porphyrin accumulation, flow cytometry, 1 h; stronger effect = lower value. hit rate 0.19% among 360,000. fluorescence ratio to DMSO, % at 10 µM. Q9NP58;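 active = fluorescence ratio to DMSO below 75%, the collection mean minus 3 SD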;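 also: signal is porphyrin accumulated inside mitochondria; 100% equals median channel fluorescence of DMSO control wells; lower ratio means ABCB6 inhibition with less porphyrin fluorescence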
CaV13 FRET inh – Disruptors of the CACNA1D IQ motif to Ca2+-dependent inactivation inhibitor domain association, primary screening, Förster resonance energy transfer in intact living …; HEK cells, CFP/YFP FRET ICDI-IQ, plate reader, 10 min; percent FRET-ratio fall versus neutral wells; inhibition, % at 12.3 µM; hit rate 0.098% among 340,000; AID 743397;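 active = mean replicate inhibition of at least 30% and at least 1% of replicates passing that level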;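 also: 0% = median of the neutral control wells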
N-glyco inh – N-linked glycosylation inhibition | D54 ERlucT glycosylation luciferase reporter, 24 h; percent of 100 nM tunicamycin response | reporter increase, % at 12.5 µM | hit rate 0.23% among 360,000;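 active = mean luciferase reporter signal, scaled so untreated is 0 and the glycosylation-blocking control 100, at or above a set limit in every replicate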;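 also: luciferase carries N-glycosylation sites so blocking glycosylation raises the light; 0% = median of neutral control wells and 100% = median of 100 nM tunicamycin wells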
Cardio protect – modulators protecting cardiomyocytes from myocardial damage; protection from H2O2 cell death, % at 20 µM; AID 588492; hit rate 0.63% among 360,000; H9c2 cardiomyocytes, H2O2 injury protection, ATPLite, 2 h;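 active = compounds giving at least 50% protection of heart cells from peroxide-induced death in the single-dose screen, raw or plate-pattern-corrected value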;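 also: 0% = DMSO wells with peroxide and 100% = DMSO wells without peroxide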
PDI inh – blocks human protein disulfide isomerase activity. AID 588391. PDI insulin aggregation turbidity, A650, 90 min. inhibition, % at 10 µM. hit rate 0.052% among 350,000;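 active = mean inhibition across replicates of 30% or more, whatever share of single replicates reach that level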;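 also: absorbance from insulin aggregation driven by PDI reduction with DTT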
aDG glyco up – alpha-DG glycosylation activation. AID 624168. hit rate 0.22% among 360,000. Pro5-aDG cells, alpha-DG glycosylation AlphaScreen (IIH6); 0% Pro5, 100% B10-LARGE cell signal. activation, % at 10 µM;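 active = activation of at least 8% versus controls, or a plate z-score of at least 8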;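 also: Pro5 are CHO cells carrying HIG-tagged alpha-DG that lacks glycosylation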
Numbers without * were called inactive.

c1csc(COc2ccccc2CNC2CCCCC2)c1 was read as m5-HT2A agonist -5.4, MC4R antagonist 1.6, Vif imaging 6.5, MC4R barr agon 0.3, ABCB6 inh MLPCN 98.0, CaV13 FRET inh -5.7, N-glyco inh -2.4, Cardio protect -9.7, PDI inh -1.4 and aDG glyco up 0.4.
For CC(=O)c1ccc(N(CC(=O)NC2CCS(=O)(=O)C2)S(=O)(=O)c2ccc(C)cc2)cc1 (stereo not drawn) the results were m5-HT2A agonist -4.0, MC4R antagonist -0.8, Vif imaging -4.4, MC4R barr agon -2.8, ABCB6 inh MLPCN 99.0, CaV13 FRET inh -9.4, N-glyco inh 1.2, Cardio protect 3.1, PDI inh -22.9 and aDG glyco up 0.0.
Screening COCCNC(=O)C1(C)Cc2c(-c3ccc4c(c3)OCO4)ccnc2O1 (stereo not drawn) returned m5-HT2A agonist -4.0, MC4R antagonist 1.6, Vif imaging -1.9, MC4R barr agon -0.9, ABCB6 inh MLPCN 103.0, CaV13 FRET inh -4.5, N-glyco inh 14.4, Cardio protect -0.1, PDI inh -5.7 and aDG glyco up -0.1.
C=CCn1c(CCNC(=O)c2ccc(Cl)c(Cl)c2)nnc1SCCOc1ccc(OC)cc1 was read as m5-HT2A agonist -2.9, MC4R antagonist 10.0, Vif imaging -15.9, MC4R barr agon 6.5, ABCB6 inh MLPCN 97.0, CaV13 FRET inh -7.2, N-glyco inh -1.7, Cardio protect 1.2, PDI inh 10.3 and aDG glyco up -0.2.
For COCCNS(=O)(=O)c1cc(C(=O)O)ccc1OC the results were m5-HT2A agonist -1.9, MC4R antagonist -2.3, Vif imaging -2.7, MC4R barr agon -1.6, ABCB6 inh MLPCN 101.0, CaV13 FRET inh -3.9, N-glyco inh -0.8, Cardio protect 2.4, PDI inh 5.4 and aDG glyco up -0.6.
`CCC(C)N(C(=O)c1csnn1)C(C(=O)NCc1ccc(F)cc1)c1ccccc1` (stereo not drawn) gave m5-HT2A agonist -14.6, MC4R antagonist 23.0, Vif imaging 4.6, MC4R barr agon 0.8, ABCB6 inh MLPCN 101.0, CaV13 FRET inh -2.5, N-glyco inh -2.1, Cardio protect -3.6, PDI inh 0.2 and aDG glyco up 0.0.
Cc1ccc(N(C(=O)c2csnn2)C(C(=O)NC2CCCCC2)c2cccnc2)c(C)c1 (stereo not drawn) was read as m5-HT2A agonist 1.8, MC4R antagonist -0.5, Vif imaging 15.4, MC4R barr agon -0.9, ABCB6 inh MLPCN 90.0, CaV13 FRET inh -2.3, N-glyco inh 2.6, Cardio protect 2.5, PDI inh 3.9 and aDG glyco up -0.1.
`Cc1csc(NC(=O)CSc2nnc(C)c(=O)n2N)n1` gave m5-HT2A agonist 1.2, MC4R antagonist -3.9, Vif imaging -4.1, MC4R barr agon -1.1, ABCB6 inh MLPCN 100.0, CaV13 FRET inh 5.5, N-glyco inh 1.5, Cardio protect 5.6, PDI inh 1.3 and aDG glyco up -0.2.
CCOc1ccc(C2NC(=O)c3ccccc3O2)cc1 (stereo not drawn) was read as m5-HT2A agonist -0.7, MC4R antagonist 14.6, Vif imaging 0.8, MC4R barr agon -2.0, ABCB6 inh MLPCN 99.0, N-glyco inh 2.4, Cardio protect 24.9, PDI inh 4.4 and aDG glyco up -0.1.
COc1cc(C2Nc3ccccc3C(=O)N2c2ccc(Cl)cc2)c(Cl)cc1OCC(=O)O (stereo not drawn) was read as m5-HT2A agonist -2.7, MC4R antagonist -0.2, Vif imaging -0.8, MC4R barr agon -0.1, ABCB6 inh MLPCN 99.0, CaV13 FRET inh -4.5, N-glyco inh -2.6, Cardio protect -2.7, PDI inh 3.3 and aDG glyco up 0.0.
`CC1CC(C)CN(C(=O)C2CC(=O)N(c3ccc4c(c3)OCCO4)C2)C1` (stereo not drawn) gave m5-HT2A agonist 9.3, MC4R antagonist 10.5, Vif imaging 3.7, MC4R barr agon -2.0, ABCB6 inh MLPCN 96.0, CaV13 FRET inh -4.2, N-glyco inh 1.7, Cardio protect 8.8, PDI inh -1.7 and aDG glyco up 0.3.
For CC(=O)NCC(=O)N1CCCC(C(=O)c2ccc(Oc3ccccc3)cc2)C1 (stereo not drawn) the results were m5-HT2A agonist 0.3, MC4R antagonist 11.6, Vif imaging -3.7, MC4R barr agon -0.4, ABCB6 inh MLPCN 101.0, CaV13 FRET inh -3.4, N-glyco inh -3.9, Cardio protect -1.4, PDI inh 1.2 and aDG glyco up 0.7.
For O=C(COC(=O)c1cc(S(=O)(=O)N2CCOCC2)ccc1F)NC1CCCCC1 the results were m5-HT2A agonist -6.2, MC4R antagonist -14.9, Vif imaging -0.3, MC4R barr agon -1.6, ABCB6 inh MLPCN 96.0, CaV13 FRET inh -2.1, N-glyco inh -0.4, Cardio protect -5.2, PDI inh 3.6 and aDG glyco up -0.1.
`O=C(NCc1ccccc1)C1CCC(CNc2c(N3CCCCC3)c(=O)c2=O)CC1` (stereo not drawn) gave m5-HT2A agonist 1.0, MC4R antagonist 6.4, Vif imaging 0.5, MC4R barr agon -0.9, ABCB6 inh MLPCN 93.0, CaV13 FRET inh -6.4, N-glyco inh -1.1, Cardio protect 2.2, PDI inh -1.5 and aDG glyco up -0.1.
For COc1ccccc1CCNC(=O)C(=O)NCC1OCCCN1S(=O)(=O)c1ccc(F)cc1C (stereo not drawn) the results were m5-HT2A agonist 1.9, MC4R antagonist 13.5, Vif imaging 10.2, MC4R barr agon -3.6, ABCB6 inh MLPCN 98.0, CaV13 FRET inh -8.8, N-glyco inh -0.3, Cardio protect 0.1, PDI inh 0.0 and aDG glyco up 0.1.
`COc1ccc(C#Cc2c(-c3ccsc3)oc3ccc(-c4cc(OC)c(OC)c(OC)c4)cc23)cc1` gave m5-HT2A agonist -7.9, MC4R antagonist 15.8, Vif imaging -6.0, MC4R barr agon 0.6, ABCB6 inh MLPCN 100.0, CaV13 FRET inh -9.3, N-glyco inh 0.1, Cardio protect -13.3, PDI inh 7.1 and aDG glyco up -0.7.
`CCOC(=O)c1ccc(NC(=O)c2nc[nH]c2C(=O)N2CCC(C)CC2)cc1` gave m5-HT2A agonist -3.6, MC4R antagonist 2.0, Vif imaging -3.7, MC4R barr agon 4.5, ABCB6 inh MLPCN 104.0, CaV13 FRET inh -4.1, N-glyco inh 0.9, Cardio protect 1.7, PDI inh 4.9 and aDG glyco up 0.7.
`Cc1ccnc(NS(=O)(=O)c2ccc(NC(=O)c3cccc(Cl)c3)cc2)n1` gave m5-HT2A agonist -9.7, MC4R antagonist 4.6, MC4R barr agon -0.4, ABCB6 inh MLPCN 96.0, CaV13 FRET inh -4.8, N-glyco inh 1.0, Cardio protect 4.7, PDI inh -0.9 and aDG glyco up -0.5.
Screening CN1CCN(C(=O)CCc2nnc3ccc(N4CCC5(CC4)OCCO5)nn23)CC1 returned m5-HT2A agonist 8.2, MC4R antagonist 4.2, Vif imaging -1.2, MC4R barr agon -2.4, ABCB6 inh MLPCN 97.0, CaV13 FRET inh -4.5, N-glyco inh 0.2, Cardio protect 2.9, PDI inh -1.7 and aDG glyco up 0.5.
For CCC(=O)C1CCCN(C(=O)c2ccc(OC)c(OC3CCN(C(C)=O)CC3)c2)C1 (stereo not drawn) the results were m5-HT2A agonist 0.2, MC4R antagonist -3.8, Vif imaging 12.2, MC4R barr agon -1.1, ABCB6 inh MLPCN 97.0, CaV13 FRET inh -5.8, N-glyco inh 0.5, Cardio protect 6.1, PDI inh -18.6 and aDG glyco up -0.1.
Screening Cc1ccc(C)c(NC(=S)N(C2CCCCC2)C(C)c2cccnc2)c1 (stereo not drawn) returned m5-HT2A agonist -0.1, MC4R antagonist 6.9, Vif imaging -4.3, MC4R barr agon -0.5, ABCB6 inh MLPCN 107.0, CaV13 FRET inh -4.6, N-glyco inh 0.7, Cardio protect 5.1, PDI inh 2.0 and aDG glyco up -0.1.
Screening O=C1Nc2ccccc2C1(O)Cc1ccccn1 (stereo not drawn) returned m5-HT2A agonist -1.5, MC4R antagonist 5.8, Vif imaging 4.3, MC4R barr agon -0.8, ABCB6 inh MLPCN 100.0, CaV13 FRET inh -6.5, N-glyco inh 0.8, Cardio protect 1.7, PDI inh -4.5 and aDG glyco up -0.1.
Screening CC12CCC(C/C1=N\OC(=O)c1c(F)cccc1F)C2(C)C (stereo not drawn) returned m5-HT2A agonist -4.4, MC4R antagonist 3.2, Vif imaging -0.6, MC4R barr agon -0.1, ABCB6 inh MLPCN 93.0, CaV13 FRET inh -13.0, N-glyco inh 0.9, Cardio protect 5.7, PDI inh 8.3 and aDG glyco up -0.2.
For Cc1ccc(C(=O)Nc2cccnc2)cc1C the results were m5-HT2A agonist 8.4, MC4R antagonist 1.8, Vif imaging 4.3, MC4R barr agon 1.4, ABCB6 inh MLPCN 97.0, CaV13 FRET inh -8.7, N-glyco inh 0.3, Cardio protect -3.7, PDI inh 4.0 and aDG glyco up 0.3.
For COc1ccc(CN2CCN(c3ccc(F)cc3)CC2)c(OC)c1OC the results were m5-HT2A agonist -3.4, MC4R antagonist 2.0, Vif imaging -1.8, MC4R barr agon 1.7, ABCB6 inh MLPCN 90.0, CaV13 FRET inh 0.0, N-glyco inh 0.1, Cardio protect 3.5, PDI inh -6.5 and aDG glyco up 0.1.
For CC(SCC(=O)Nc1ccccc1Br)c1nc2ccccc2c(=O)[nH]1 (stereo not drawn) the results were m5-HT2A agonist -2.9, MC4R antagonist 0.3, Vif imaging 12.7, MC4R barr agon 0.0, ABCB6 inh MLPCN 101.0, CaV13 FRET inh -6.0, N-glyco inh -0.3, Cardio protect 1.7, PDI inh 5.1 and aDG glyco up 0.3.
Screening CCCC1S/C(=N/N=C/c2ccc(C)cc2)N(Cc2ccc(OC)cc2)C1=O (stereo not drawn) returned m5-HT2A agonist -0.3, MC4R antagonist 3.2, Vif imaging -1.9, MC4R barr agon -1.3, ABCB6 inh MLPCN 99.0, CaV13 FRET inh -5.1, N-glyco inh -5.2, Cardio protect -0.2, PDI inh 0.8 and aDG glyco up -0.3.
For CCCCN(CC)CCNC(=O)c1cc2c(-c3ccccc3F)nn(C)c2s1 the results were m5-HT2A agonist -11.2, MC4R antagonist -5.6, Vif imaging 7.8, MC4R barr agon -0.7, ABCB6 inh MLPCN 96.0, CaV13 FRET inh -2.2, N-glyco inh -1.8, Cardio protect 0.0, PDI inh 2.5 and aDG glyco up 0.0.
CCOC(=O)c1c(-c2ccccc2)c2cc(OC)ccc2n1CCCN(C)C was read as m5-HT2A agonist -9.3, MC4R antagonist 2.5, Vif imaging -2.2, MC4R barr agon 2.2, ABCB6 inh MLPCN 100.0, CaV13 FRET inh -3.4, N-glyco inh 6.4, Cardio protect 6.5, PDI inh 3.5 and aDG glyco up 1.3.
Screening Cc1ccc(COc2ccc(/C=N/NC(=O)c3ccc(CN4CCOCC4)cc3)cc2)cc1 returned m5-HT2A agonist -5.8, MC4R antagonist 9.1, Vif imaging -0.5, MC4R barr agon -2.5, ABCB6 inh MLPCN 97.0, CaV13 FRET inh -5.0, N-glyco inh -4.1, Cardio protect -3.9, PDI inh -6.5 and aDG glyco up 1.8.

Rows are unselected (roughly 3.6% active in at least one column).
